MT stabilizer – microtubule stabilizers in HeLa cells, primary screen, imaging, high-content imaging | % tubulin-high responders, % at 10 µM | AID 2205, 2009 | 200,000 compounds, 0.83% hits | HeLa tubulin immunostaining HCS, 24 h; share of cells brighter than vehicle mean+2SD;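 active means plate Z-score above 3 for both tubulin-high and condensed-nucleus cell shares, with cell loss under 80%, at 10 µM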;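 further: anti alpha tubulin signal scored within the nucleus-defined area of each cell; some results filed as inactive read as strong as hits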
Ins promoter up – insulin promoter activators in MIN6 cells, imaging, high-content screening, mouse beta cells | MIN6 insulin promoter-GFP reporter; stronger effect = higher value | z-score at 5 µM | 190,000 compounds, 0.3% hits | AID 1625, 2009;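 active means z-score above 3 at 5 µM with at least 500 cells counted in the well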
bCat nuc transl – modulators of beta-catenin nuclear translocation, primary screen, imaging, HeLa cells, immunofluorescence, high-content. nuclear translocation activity, % at 5 µM. 190,000 compounds, 0.3% hits. AID 1665, 2009;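 active means nuclear translocation activity above 50% at 5 µM, with a well cell count of 50 or more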;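 further: per-cell ratio of nuclear to cytoplasmic median beta-catenin stain intensity; plate controls were DMSO negative control for no effect and GSK-3 inhibitor IX positive control for full effect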
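Test system: human HeLa cells, native beta-catenin. Compound dosing: 5 µM primary single dose, 0.1% DMSO, 0.02–20 µM confirmation series. Incubation: compound exposure 24 h at 37°C. Detection: beta-catenin immunostaining with DAPI counterstain, 20x imaging, 6 fields/well. Read-out basis: Nuclear/cytoplasmic beta-catenin signal ratio, % activation.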
M17LAP inhibition – P. falciparum M17LAP inhibitors, primary screen, biochemical, fluorogenic H-Leu-NHMec substrate, 1536-well (AID 1619); inhibition, % at 30 µM, or IC50 in µM where a hit was titrated; Leucine aminopeptidase (Plasmodium falciparum (isolate 3D7)); recombinant M17LAP, H-Leu-NHMec fluorogenic kinetic assay; higher % means a stronger effect; 220,000 compounds, 0.38% hits;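 active means compound inhibiting the enzyme by more than half at any dose during confirmatory dose-response retesting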;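 further: plate controls were full reaction with DMSO carrier for no effect and no enzyme background for full effect; strong numbers were not always called active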
NOD2 inhibition – NOD2 signaling inhibitors, cell-based, luminescence, uHTS, HEK293 (AID 1566); HEK293 NOD2/NF-kB luciferase reporter, luminescence; higher % means a stronger effect; 290,000 compounds, 0.63% hits; inhibition, % at 4 µM; hits with a dose series show EC50 in µM; in the data active means inhibition above about 50%; further: many of its hits are not listed in these tables
Autophagy HCS – autophagy modulators in MEF cells, primary screen, imaging, high-content, MEF GFP-LC3. MEF GFP-LC3 puncta imaging; test concentration mostly 10 µM. calls only at 10 µM (by protocol). 190,000 compounds, 0.98% hits;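 active means percentage of spot-positive cells more than 3 SD above its plate mean, without a fluorescence outlier flag or 80% toxicity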;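 further: spot-positive cell cutoff set from DMSO-treated cells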
Yfh1-off respiration – enhancers of respiration in Yfh1-depleted yeast, dose response, Friedreich's ataxia, plus single-dose screen (AID 1465); fold induction at 50 µM; hits with a dose series show EC50 in µM; S. cerevisiae Yfh1-off respiration, WST-1 reduction, 72 h; higher fold induction means a stronger effect; 220,000 compounds, 0.074% hits;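 active means fold induction of absorbance versus untreated yeast above a set limit, then at least 30% activation at any dose in follow-up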;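 further: activators that raise dye reduction in frataxin-depleted yeast; strong numbers were not always called active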
NOD1 inhibition – NOD1 signaling inhibitors, primary screen, cell-based, luminescence, uHTS (AID 1578); 290,000 compounds, 1% hits; inhibition, % at 4 µM, or EC50 in µM where a hit was titrated; NOD1-driven NF-kB luciferase reporter cells, luminescence; higher % means a stronger effect; in the data active means inhibition mostly above about 36%, no sharp cut-off; inactive means mostly below about 34%;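 further: HEK-293T reporter cells stimulated with the NOD1 agonist gamma-tri-DAP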
Dynein cargo inh – inhibitors of GR-EGFP nuclear translocation, primary screen, dynein cargo transport inhibitor project, imaging, high-content, 3617.4 mouse cells. AID 1381, 2008. test concentration mostly 20 µM; stimulated with dexamethasone, 1 µM; stronger effect = lower value. 220,000 compounds, 0.47% hits. z-score, hits read low;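 active means plate z-score of nuclear minus cytoplasmic receptor signal below a set negative limit, without overly bright fluorescence or cell loss, cut at about -3.5 in these data, passing the limit was not always enough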;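 further: z-score of nuclear minus cytoplasmic ring GR-EGFP intensity difference per well; some compounds called inactive have numbers as strong as hits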
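Buffer or medium – tet-free medium with charcoal-stripped serum · Signal – automated 10x imaging of fixed Hoechst-stained cells · Also added – dexamethasone agonist, 1.0 µM final, for 30 min · Incubation – induction 48 h, compound 1 h, agonist 30 min · Read-out – GR-EGFP nuclear translocation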
Dynein cargo inh cytoplasmic EGFP – also measured in Dynein cargo inh; calls as there; z-score; measured here: cytoplasmic GR-EGFP intensity; stronger effect = higher value
Dynein cargo inh nuclear GR-EGFP – recorded beside Dynein cargo inh, whose call it bears; z-score; measured here: nuclear GR-EGFP intensity;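 lower value marks the stronger effect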
Dynein cargo inh cell count – also measured in Dynein cargo inh; calls as there; z-score; measured here: cell count per field
Ins promoter up cell count – further read-out of Ins promoter up, marked with its call; cell count; measured here: cytotoxicity, nuclei count;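 total cells summed across four imaged fields per well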
bCat nuc transl cell count 5 µM – recorded beside bCat nuc transl, whose call it bears; cell count; measured here: cell count, cytotoxicity flag
MT stabilizer Hoechst-high % – further read-out of MT stabilizer, marked with its call; % Hoechst-high responders; measured here: nuclear condensation Hoechst responders;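 share of cells brighter than vehicle mean plus two SD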
MT stabilizer cytotoxicity % – further read-out of MT stabilizer, marked with its call; toxicity, %; measured here: cytotoxicity by cell density;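 0% = mean cell density of plate MIN control wells and 100% = no cells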
Autophagy HCS cell loss 18 h – also measured in Autophagy HCS; calls as there; toxicity, %; measured here: cell loss, nuclei count;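 cell loss after 18 h compound exposure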
Starred values were filed as active, the others as inactive; i = inactive; . = not tested or not shown. These rows are one share of the data; the hit share may differ from the screen's.

SMILES	MT stabilizer	MT stabilizer Hoechst-high %	MT stabilizer cytotoxicity %	Ins promoter up	Ins promoter up cell count	bCat nuc transl	bCat nuc transl cell count 5 µM	M17LAP inhibition	NOD2 inhibition	Autophagy HCS	Autophagy HCS cell loss 18 h	Yfh1-off respiration	NOD1 inhibition	Dynein cargo inh	Dynein cargo inh cytoplasmic EGFP	Dynein cargo inh nuclear GR-EGFP	Dynein cargo inh cell count
COc1ccc(C2C(C#N)=C(N)Oc3c2ccc2cccnc32)cc1OC (stereo not given)	16*	46*	48*	0.38	908	61*	495*	3%	-37%	i	39	i	-23%	-0.33	-0.28	0.032	0.39
COC(=O)c1cccc(NS(=O)(=O)c2ccc(NC(C)=O)cc2)c1C	4.0	2.4	3.8	-0.24	1283	-2.7	1386	-9%	11%	i	1	i	.	-1.1	-0.16	-0.3	0.72
CCN(CC)S(=O)(=O)c1ccc(N2CCOCC2)c(NC(=O)C2COc3ccccc3O2)c1 (stereo not given)	1.3	1.6	3.1	-1.4	1197	-0.8	1076	-8%	6%	i	10	i	10%	-0.83	-0.28	0.3	0.2
C=CCn1c(SCCN2CCCC2)nc2c([nH]c3ccccc32)c1=O	1.8	3.1	11	-2.6	1050	-1.7	1077	4%	6%	i	-1	.	-18%	0.58	-0.097	0.34	-0.3
O=C(O)c1ccccc1C(=O)NCC(O)c1ccccc1 (stereo not given)	.	.	.	-0.01	1517	1.2	1052	5%	-6%	.	.	i	-7%	-0.47	-0.24	-0.3	-0.015
COc1ccc(-c2cc(-c3ccco3)[nH]c(=O)c2C#N)cc1OC	.	.	.	0.99	1501	0.9	1101	11%	-6%	.	.	i	-5%	1.3	-0.26	0.54	-0.89
COc1ccc(C(=O)NCC(C)CN(C)C)cc1 (stereo not given)	1.6	1.4	8.5	0.02	1237	-4.4	1191	-2%	6%	i	8	i	-16%	-0.11	-0.23	0.12	-0.13
COc1ccc(NC(=O)CSc2nnc(-c3ccccn3)n2N)cc1	7.9	3.4	21	-0.9	1593	-2.6	1012	20%	15%	i	42	i	-6%	0.91	0.12	0.95	-1.1
O=Cc1ccccc1OS(=O)(=O)c1ccccc1	2.4	3.9	6.0	0.28	1385	0.0	1072	-3%	10%	i	1	i	-17%	-1.4	-0.1	-0.84	0.23
COCCCNC(=O)c1cccc(C(=O)NCCCOC)c1	3.6	1.6	7.3	0.35	1187	-3.1	939	3%	8%	i	1	i	-6%	-0.56	-0.37	-0.52	1
O=C(N/C(=C/c1ccc(Br)cc1)C(=O)N1CCOCC1)c1cccs1	3.0	2.1	4.9	0.21	1443	0.5	997	15%	12%	i	-10	i	46%	-0.45	-0.37	0.14	0.65
O=C(O)CC1COc2ccccc2N1C(=O)c1ccccc1Cl (stereo not given)	3.9	1.5	3.3	0.72	1300	-0.1	1081	-3%	8%	i	2	i	-26%	-0.1	0.77	0.079	-1.2
COc1ccc(N(C(=O)c2cccc([N+](=O)[O-])c2)S(=O)(=O)c2ccc3c(c2)n(C)c(=O)n3C)cc1	1.1	1.1	0.5	0.34	1471	-0.8	1421	-4%	4%	i	21	i	.	0.64	0.08	0.37	-1.8
CCOC(=O)CSc1nnc2c(n1)C1(C)CCC2C1(C)C (stereo not given)	3.8	2.7	8.3	1.4	1233	-1.7	943	17%	6%	i	-3	i	-6%	-0.63	-0.075	-0.11	1.4
CCc1nnc(NC(=O)CSc2nnc(CNC(=O)c3cc(OC)c(OC)c(OC)c3)o2)s1	0.7	2.1	5.7	-0.03	1163	-1.8	1120	9%	1%	i	2	i	-41%	0.12	-0.28	-0.25	0.59
CCC1(C)Cc2nc3[nH]c(=S)n(-c4ccccc4C)c(=O)c3cc2CO1 (stereo not given)	.	.	.	-0.18	1091	-1.5	1379	-4%	23%	.	.	i	8%	-0.29	-0.61	-0.31	0.051
Cc1cc(OC(=O)c2ccco2)c2c(C)cc(=O)oc2c1	1.2	1.4	7.3	0.02	1858	-1.3	1085	11%	-4%	i	-8	i	-22%	-0.29	-0.18	0.46	0.23
CCOC(=O)c1c(C)cccc1OCC(N)=O	3.1	1.6	6.4	0.46	1161	-2.2	1188	7%	4%	i	2	i	-3%	0.98	-0.2	0.5	-0.8
CCCCC(=O)NC(c1ccc(OC)c(OC)c1)c1c(O)ccc2ccccc12 (stereo not given)	0.8	0.6	11	-0.34	1433	1.9	1349	6%	12%	i	0	i	-23%	-0.65	-0.17	-0.45	0.31
CC(=O)N1CCC(=NNc2ccc(S(=O)(=O)N3CCOCC3)cc2[N+](=O)[O-])CC1	2.2	3.1	15	-0.03	1277	5.6	459	11%	16%	i	7	i	-28%	0.036	-0.26	0.045	1.7
Cc1cccc(C)c1NC(=O)COC(=O)c1cc(=O)c2ccccc2o1	.	.	.	1.2	1034	-0.5	1295	-1%	-7%	.	.	i	4%	-0.65	0.028	0.44	-0.38
C=CCNC(=O)/C(C#N)=C/c1cn(-c2ccccc2)nc1-c1ccc(OC)c([N+](=O)[O-])c1	2.3	2.3	3.0	-0.68	1107	1.8	1070	-6%	2%	i	6	i	-18%	1.6	-0.23	1.2	-1.5
O=C(c1ccco1)N1CCN(c2nc(C3CC3)nc3c2nnn3Cc2ccccc2Cl)CC1	3.0	1.5	9.4	-1.9	587	-2.3	1199	-3%	38%	i	0	i	44%*	0.11	-0.24	-0.0055	-0.23
O=C(Nc1ccc(F)c(F)c1)c1cc(S(=O)(=O)N2CCN(c3ccccn3)CC2)ccc1F	1.5	1.3	8.2	0.14	917	.	.	0%	14%	i	-13	i	13%	2	-0.35	1	-0.57
CC(C)=CCN1CCN(Cc2cnc(N3CCOCC3)s2)CC1CCO (stereo not given)	2.4	2.0	2.6	1.6	1522	-0.7	1576	-1%	12%	i	20	i	-17%	0.12	-0.098	0.32	0.48
CC(C)(C)N1C(=O)c2ccc(C(=O)Nc3ccc(-c4nc5ccccc5[nH]4)cc3)cc2C1=O	1.5	3.0	7.2	-0.15	1508	-1.3	1022	0%	-2%	i	5	i	15%	0.3	-0.21	0.32	-0.99
O=C1/C(=C/N(C(=O)c2ccco2)c2ccc(Cl)cc2)Sc2ccccc21	2.9	2.0	6.1	0.15	1145	4.6	510	13%	11%	i	6	i	-27%	-0.43	0.19	-0.18	0.22
O=S(=O)(c1ccc(N2CCCC2c2nc3ccccc3s2)nc1)N1CCOCC1 (stereo not given)	1.5	1.5	7.0	-0.92	1380	-2.1	1050	2%	-1%	i	8	i	-37%	-0.94	-0.21	-0.34	1.6
Cc1[nH]c2ccccc2c1Cc1n[nH]c(=S)o1	3.7	3.9	9.7	0.09	867	.	.	9%	-8%	i	13	i	-15%	0.63	-0.17	0.68	-0.13
O=C(CCn1nc(-c2ccc(Cl)cc2)c2ccccc2c1=O)NCC1CCCO1 (stereo not given)	3.9	3.3	10	0.26	937	-1.4	1033	11%	-3%	i	-1	i	-3%	-0.53	-0.28	-0.34	1.5
Cc1ccc(S(=O)(=O)N/N=C2/CC(c3ccccc3)Oc3ccccc32)cc1[N+](=O)[O-] (stereo not given)	1.9	0.9	4.6	-0.38	871	.	.	10%	18%	i	-4	i	45%	-0.79	-0.21	-0.39	0.72
O=C(Nc1sc(-c2ccccc2)cc1C(=O)O)c1ccccc1	.	.	.	.	.	-1.3	1315	9%	-69%	.	.	i	-2%	-0.83	-0.23	-0.51	0.73
COC(=O)CCC(=O)Nc1nccs1	1.4	1.6	2.5	0.87	1459	-0.8	1012	15%	12%	i	-4	i	-24%	0.77	-0.27	0.85	-0.36
CCOc1ccc(OCC)c2sc(C)nc12	1.3	2.2	19	0.51	1225	.	.	-1%	1%	i	-11	i	11%	-0.66	-0.3	-0.29	0.44
COC(=O)c1cc2occc2n1CC(=O)N(C)C1CCCCC1	5.8	3.8	5.5	-0.6	1451	1.5	1340	9%	-7%	i	-14	i	-1%	1.9	0.19	1.4	-1.8
CCN(CC)S(=O)(=O)c1ccc(OC(C)C)nc1	4.6	0.7	33	.	.	.	.	-12%	-7%	i	-4	i	.	1.1	0.8	1.6	-0.79

By substructure: those above containing a cyano group.
SMILES	MT stabilizer	MT stabilizer Hoechst-high %	MT stabilizer cytotoxicity %	Ins promoter up	Ins promoter up cell count	bCat nuc transl	bCat nuc transl cell count 5 µM	M17LAP inhibition	NOD2 inhibition	Autophagy HCS	Autophagy HCS cell loss 18 h	Yfh1-off respiration	NOD1 inhibition	Dynein cargo inh	Dynein cargo inh cytoplasmic EGFP	Dynein cargo inh nuclear GR-EGFP	Dynein cargo inh cell count
COc1ccc(C2C(C#N)=C(N)Oc3c2ccc2cccnc32)cc1OC (stereo not given)	16*	46*	48*	0.38	908	61*	495*	3%	-37%	i	39	i	-23%	-0.33	-0.28	0.032	0.39
COc1ccc(-c2cc(-c3ccco3)[nH]c(=O)c2C#N)cc1OC	.	.	.	0.99	1501	0.9	1101	11%	-6%	.	.	i	-5%	1.3	-0.26	0.54	-0.89
C=CCNC(=O)/C(C#N)=C/c1cn(-c2ccccc2)nc1-c1ccc(OC)c([N+](=O)[O-])c1	2.3	2.3	3.0	-0.68	1107	1.8	1070	-6%	2%	i	6	i	-18%	1.6	-0.23	1.2	-1.5
